# Assay outcomes from PubChem BioAssay.
# KCNQ2 inh – KCNQ2 channel blockers in CHO-K1 cells – cell-based, FluxOR thallium flux, B-score, primary screen (AID 2156) | 20 min; hits give low values | B-score at 10 µM | hit rate 1.1% among 310,000;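 active = fluorescence ratio B-score at most minus 3 library SDs, with starting brightness B-score within 2 library SDs, cut at about -5.5 in these data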
# Kir21 block – inhibitors of mouse Kir2.1 inward-rectifier potassium channel. B-score at 10 µM. AID 1672. HEK293-Kir2.1, FluxOR thallium flux fluorescence; hits give low values. P35561. hit rate 0.85% among 310,000;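 active = fluorescence ratio B-score at or below minus 3 SD of library scores, with starting-brightness B-score within 2 SD, cut at about -4.2 in these data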;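 note: channel flux triggered by added potassium and thallium sulfate stimulus; B-score of peak minus minimum fluorescence over baseline after thallium stimulus; more negative B-score means stronger Kir2.1 block with less thallium influx; some compounds called inactive have numbers as strong as hits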
# Target sequence (P35561 whole entry, looked up): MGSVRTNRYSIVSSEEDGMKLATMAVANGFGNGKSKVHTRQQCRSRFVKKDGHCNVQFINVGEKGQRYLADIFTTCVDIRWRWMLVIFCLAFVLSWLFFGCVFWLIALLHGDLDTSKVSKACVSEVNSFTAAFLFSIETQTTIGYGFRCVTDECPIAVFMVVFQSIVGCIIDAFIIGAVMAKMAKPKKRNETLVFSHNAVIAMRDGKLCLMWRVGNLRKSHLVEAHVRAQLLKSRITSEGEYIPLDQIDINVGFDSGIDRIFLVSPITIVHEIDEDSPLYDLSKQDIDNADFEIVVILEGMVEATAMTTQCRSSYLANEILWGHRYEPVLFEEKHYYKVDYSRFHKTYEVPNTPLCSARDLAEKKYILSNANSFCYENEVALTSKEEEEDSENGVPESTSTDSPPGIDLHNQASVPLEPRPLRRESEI
# * hit, by the source's call; i = inactive.
SMILES,KCNQ2 inh,Kir21 block
CCCNC(=O)NC1C(NC(=O)NCCC)N(C)C(=O)N1C (stereo unspecified),i,0.09
O=C(O)CCn1c(SCCc2ccccc2)nc2ccccc21,i,-0.44
CCO[C@@H]1OC(C(=O)N2CCN(Cc3ccc4c(c3)OCO4)CC2)=C[C@H](c2ccc(Br)cc2)[C@H]1CCCO,i,0.05
CC(=O)Nc1sc(C)c(C)c1CN1CCN(S(=O)(=O)c2ccccc2)CC1,i,-0.08
O=C(CCC1CCCN(C(=O)c2cc(C3CC3)[nH]n2)C1)N1CCN(c2ccccn2)CC1 (stereo unspecified),i,0.19
CCn1c(=N)n(CC(O)c2ccccc2)c2ccccc21 (stereo unspecified),i,0.45
O=C(CN1C(=O)C2C3C=CC(C3)C2C1=O)OCC(=O)c1ccc([N+](=O)[O-])cc1 (stereo unspecified),i,-0.43
COc1ccccc1CNC(=O)COC(=O)Cc1c[nH]c2ccccc12,i,-0.35
O=C(N/N=C/c1cccnc1)c1cccc(NC(=O)c2cccc(Br)c2)c1,i,1.16
O=C(Nc1ccccc1C(=O)Nc1ccccc1C(=O)O)c1ccccc1,-5.89*,0.2
CC(C)(C)N1CC(c2nc3ccccc3n2Cc2ccc(F)cc2)CC1=O (stereo unspecified),-5.93*,-1.26
CCc1nnc(NC(=O)CSc2nc(-c3ccccc3)c(-c3ccccc3)o2)s1,i,1.71
Cc1ccc2nc(SCC(=O)N3CCC(Cc4ccccc4)CC3)nc(=O)n2c1,i,-0.74
Cc1ccc(C(=O)N(CCc2ccccc2)Cc2ccccc2)cc1S(=O)(=O)N1CCCCC1,-8.06*,-0.62
COc1ccc(Cl)cc1S(=O)(=O)N1CCN=C1Cc1ccccc1,i,-5.1*
OCc1cnc(SCc2ccccc2)n1Cc1ccccc1,i,-3.54
C=CCN1C(=O)C2(OCCCO2)c2cccc(C)c21,i,-1.6
CC(NC(=O)c1ccco1)c1nc(-c2ccc(C(C)(C)C)cc2)no1 (stereo unspecified),i,0.02
COc1ccc(/C=N\NC(=O)c2ccccc2Br)cc1COc1c(F)c(F)cc(F)c1F,i,-0.31
COc1ccc(NC(=O)C(=O)NCC(=O)Nc2cc(OC)ccc2OC)cc1,i,-0.82
O=C(CCc1ccccc1)NNC(=O)COc1ccc([N+](=O)[O-])cc1,i,0.2
CCCC(=O)n1nc(-c2ccco2)nc1N,i,0.66
COc1cccc(C(=O)N2CCN(S(=O)(=O)Cc3ccccc3)CC2)c1OC,i,0.5
CCOC(=O)c1nn(-c2ccc(OCC)cc2)c2nc(-c3ccco3)c(C#N)c(=O)n12,i,1.31
COC(=O)c1cccc(CSc2nnc(-c3ccco3)n2-c2ccccc2)c1,i,-6.77*

# Reprinted from the part before: 7 entries, followed by the next part.
SMILES,KCNQ2 inh,Kir21 block
COc1ccc(/C=N\NC(=O)c2ccccc2Br)cc1COc1c(F)c(F)cc(F)c1F,i,-0.31
COc1ccc(NC(=O)C(=O)NCC(=O)Nc2cc(OC)ccc2OC)cc1,i,-0.82
O=C(CCc1ccccc1)NNC(=O)COc1ccc([N+](=O)[O-])cc1,i,0.2
CCCC(=O)n1nc(-c2ccco2)nc1N,i,0.66
COc1cccc(C(=O)N2CCN(S(=O)(=O)Cc3ccccc3)CC2)c1OC,i,0.5
CCOC(=O)c1nn(-c2ccc(OCC)cc2)c2nc(-c3ccco3)c(C#N)c(=O)n12,i,1.31
COC(=O)c1cccc(CSc2nnc(-c3ccco3)n2-c2ccccc2)c1,i,-6.77*
Cc1noc(/C=C/Nc2ccc(F)cc2F)c1[N+](=O)[O-],i,0.15
CC(=O)c1ccc(NC(=O)CSc2ccc3nnc(-c4cccnc4)n3n2)cc1,i,0.22
O=C(NCCCN1CCOCC1)c1ccc(NS(=O)(=O)c2ccccc2)cc1,i,-1.31
O=C(/C=C/c1cccs1)N1CCC2(CC1)Oc1ccc(F)cc1C(=O)C21CC(c2ccccc2)=NO1 (stereo unspecified),i,1.74
COc1cccc(C(=O)Oc2ccc(/C=N/Nc3ccc(C(=O)O)cc3)cc2OC)c1,i,1.91
O=C(Nc1cc(Cl)ccc1-n1cncn1)c1ccco1,i,0.19
Cc1cc(C(=O)Cn2nc(C(=O)O)c3ccccc3c2=O)c(C)n1C1CC1,i,-1.92
O=C(CCc1ccccc1)NNC(=O)C12CC3CC(CC(C3)C1)C2,i,0.65
CCOC(=O)c1c(C)n(C)c2ccc(OC)c(NC(=O)CCN3CCC(Cc4ccccc4)CC3)c12,i,1.02
CC(=O)Nc1sc(N/N=C/c2ccc(O)cc2)nc1-c1ccc(C)cc1,i,0.16
CCOc1ccc(CCNC(=O)COC(=O)c2ccc(F)c(S(=O)(=O)N3CCOCC3)c2)cc1OCC,i,0.3
CCOc1ccc(C2N(c3ccc(F)cc3)C(=O)C3CCCN32)cc1 (stereo unspecified),i,1.3
COc1cccc(CC(=O)Nc2ccccc2N2CCCC2)c1,i,-6.74*
Cc1ccc(NS(=O)(=O)c2c(C)[nH]c(=O)[nH]c2=O)c(C)c1,i,0.98
C=CCn1c(C)cc(C(=O)CSc2nnc(NCc3ccccc3)s2)c1C,i,-2.66
CC(NCc1ccc2c(c1)OCO2)C(=O)NC1CCCCC1 (stereo unspecified),i,0.13
CN(CC(=O)Nc1ccc(F)cc1[N+](=O)[O-])Cc1ccccc1,i,-1.68
CS(=O)(=O)NCCSCc1c(F)cccc1Cl,i,0.75
CC(C)NC(=O)C1CCCN(S(=O)(=O)c2cccs2)C1 (stereo unspecified),i,0.22
O=C(CCNC(=O)c1ccc(Br)cc1)Nc1cc(Cl)ccc1-n1cncn1,i,-0.41
Cc1ccnc(N2CCN(C(=O)CSc3nc4ccccc4nc3N3CCCCC3)CC2)c1,i,-0.13
O=C(CCSc1ccc(Cl)cc1)NN=C1CCCCCC1,i,-0.35
COc1ccccc1CN1C(=O)CNC1=S,i,0.91
COc1cc(/C=N/NC(=O)c2cccnc2)ccc1OCC(=O)Nc1ccccc1Cl,i,-1.16
Cc1ccc(F)cc1NC(=O)N1CCN(C2c3ccccc3-c3ccccc32)CC1,i,1.13
# The listing continues.
SMILES,KCNQ2 inh,Kir21 block
CCOC(=O)c1c(C)[nH]c(=S)c(C#N)c1-c1ccc(OC)cc1,i,-0.3
COc1ccc(N=Nc2n(C)c3ccccc3[n+]2C)cc1,i,0.66
CN(C)C(=O)c1snnc1-c1ccccc1,i,1.49
Cc1cc(Nc2ccc(F)c(Cl)c2)n2ncnc2n1,i,0.18
Cc1c([N+](=O)[O-])c(C(=O)NC2CCCC2)nn1C,i,-0.58
O=C(Nc1cccc(C(F)(F)F)c1)c1c(O)c2ccccc2[nH]c1=O,i,0.72
Cc1nc(S(=O)(=O)c2ccc(Cl)cc2)nc2c1CCC2,i,0.12
CS(=O)(=O)N(CC(=O)Nc1ccc(C(N)=O)cc1)C1CCCCC1,i,0.67
CCNc1nc(OC)nc(Oc2ccc(=O)n(-c3ccccc3)n2)n1,i,-1.79
CNC(=O)C1CC(=O)N(Cc2ccc3c(c2)OCO3)C(=Nc2ccc(F)cc2)S1 (stereo unspecified),i,-0.11
COc1ccc(C2=NS(=O)(=O)N(C)C(C(=O)Nc3cc(OC)c(OC)c(OC)c3)=C2)cc1,i,0.17
COc1ccccc1OCc1nnc(SCC(=O)NCc2ccco2)n1-c1ccccc1,i,2.35
CNC(=S)Nc1ccc2[nH]c(=O)[nH]c2c1,i,-0.39
NC(=O)c1ccc(NC(=O)COC(=O)c2cc([N+](=O)[O-])ccc2N2CCOCC2)cc1,i,0.5
O=C(CCCc1ccccc1)NC12CC3CC(CC(C3)C1)C2,i,-0.03
COc1ccc(/C=N/NC(=O)c2ccn[nH]2)cc1COc1ccc([N+](=O)[O-])c(C)c1,i,-1.29
C/C(=N/N1CCN(c2ccccn2)CC1)c1cccc([N+](=O)[O-])c1,i,-0.56
O=[N+]([O-])c1ccc(/C=N/Nc2nc(NCc3ccccc3)nc(N3CCOCC3)n2)cc1,i,1.39
Cc1ccc(C)c(N2C(=O)C3C4C=CC(CC4)C3C2=O)c1 (stereo unspecified),i,-0.19
Cc1nc2ccccc2cc1OCc1ccccc1,i,-1.7
O=S(=O)(NC1=NCCCCCC1)c1cccs1,i,0.26
C=CCOc1ccc(/C=C2/C(=N)N3N=C(CC(=O)N4CCCC4)SC3=NC2=O)cc1OC,i,-1.36
CCCCC(=O)NC(=S)NNC(=O)CC#N,i,-0.36
O=C(O)/C=C\C(=O)Nc1ccccc1F,i,0.03
O=C(COC(=O)c1cc(Cl)ccc1O)NNC(=O)c1ccc([N+](=O)[O-])cc1,i,1.57
# Continued.
SMILES,KCNQ2 inh,Kir21 block
CCOc1ccccc1NC(=O)CN(c1ccc(Cl)cc1)S(C)(=O)=O,i,-0.04
CCOC(=O)N1CCN(C(=O)c2ccc3c(c2)NC(=O)/C(=C/c2ccccc2)S3)CC1,i,0.57
Cn1c(=O)c2cc(S(=O)(=O)Nc3cccc(F)c3)ccc2n(C)c1=O,i,0.87
COc1ccc(CNC(=O)CN2CCC(NC(=O)c3ccc(OC)cc3)CC2)cc1,i,-0.77
CCOc1ccc2nc(N3CCC(C(=O)N4CCN(c5ccccn5)CC4)CC3)sc2c1,i,-0.17
CCCCN(CCCC)c1nc(OC)nc(-n2nnc(C(C)=O)c2C)n1,i,-0.01
CCN(CC)CC(=O)Nc1scc2c1c(=O)oc1ccccc12,i,-0.96
NC(=O)c1ccc(-n2nnnc2SCC(=O)NC2CCCCC2)cc1,i,0.23
C/C(=N\NC(=S)NC(C)C)c1ccco1,i,-2.98
COc1ccccc1CN1CCCCC1C(=O)O (stereo unspecified),i,-0.3
COc1cccc(OC)c1C(=O)Nc1ccc(Br)c(C(=O)c2ccccc2)c1,i,0.28
Cc1cc2nc(-c3ccc(SCC(=O)N4CCN(C(=O)c5ccco5)CC4)nc3)[nH]c2cc1C,i,-1.54
CC1=CC2=NC(=O)/C(=C/c3cccn3Cc3ccccc3)C(=N)N2O1,i,-0.51
COc1ccccc1NC(=S)NC1CCCCCC1,i,-0.02
Cc1ccc(C)c(N(CC(=O)NC2CCCC2)C(=O)CCC(=O)Nc2cc(C)on2)c1,i,-0.05
Cc1onc(-c2c(F)cccc2Cl)c1C(=O)N=C(N)N1CC(C)OC(C)C1 (stereo unspecified),i,-0.06
Cc1ccc(NC(=S)N2CCN(CCN3C(=O)c4cccc5cccc(c45)C3=O)CC2)cc1,i,-0.12
Nc1nc2n[nH]nc2c(=O)[nH]1,i,0.87
O=C(O)c1ccccc1C(=O)N1CCN(c2cccc(Cl)c2)CC1,i,0.13
COc1ccc(-n2cnc3sccc3c2=O)cc1,i,-0.73
CN(C)CCNC(=O)c1cc(Br)ccc1Cl,i,-1.07
CC1Oc2ccccc2C=C1/C=C1/SC(N2CCOCC2)=NC1=O (stereo unspecified),i,-0.55
Cc1ccccc1-n1c(SCC(=O)Nc2ccc3c(c2)OCO3)nnc1-c1ccccn1,i,-2.91
O=C(N/N=C/C(Cl)=C/c1ccccc1)c1ccccn1,i,-0.03
Cc1ccc(C2=NC3(CCCCC3)N=C2SCC(=O)Nc2ccc3c(c2)OCCO3)cc1,i,-0.8

# Three of the entries above in order of the Kir21 block value, ascending.
compound | Kir21 block
C/C(=N/N1CCN(c2ccccn2)CC1)c1cccc([N+](=O)[O-])c1 | -0.56
CC1Oc2ccccc2C=C1/C=C1/SC(N2CCOCC2)=NC1=O (stereo unspecified) | -0.55
CS(=O)(=O)N(CC(=O)Nc1ccc(C(N)=O)cc1)C1CCCCC1 | 0.67

# (listing goes on)
SMILES,KCNQ2 inh,Kir21 block
CCCCCn1cnc2sc(-c3ccccc3)cc2c1=O,i,-0.12
Cc1cc(C)c(S(=O)(=O)NNC(=O)C2CCN(Cc3ccccc3)CC2)c(C)c1,i,-0.05
COc1ccc(S(=O)(=O)Nc2cccc(-c3ccc4nncn4n3)c2)cc1F,i,0.67
COc1cc(/C=C2\C=CC(=O)O2)cc(OC)c1,i,-1.15
COCCNC(=O)[C@H](C)[C@H]1C[C@]1(C)[C@H](NC(=O)OCc1ccccc1)c1ccccc1,i,-0.22
CCOC(=O)c1cnc2nc(SCc3ccccc3Cl)[nH]n2c1=O,i,-0.83
O=[N+]([O-])c1ccc(OCCOCCOc2ccc([N+](=O)[O-])cc2)cc1,i,0.63
COc1ccc(CN2CCNC(=O)C2CC(=O)NC2CCCC2)cc1OC (stereo unspecified),i,0.62
COc1ccc(NC(=O)c2ccc(CN(c3cc(Cl)ccc3C)S(=O)(=O)c3ccccc3)cc2)cc1OC,i,-0.26
C/C=C/Cn1c(SCc2ccc(Cl)cc2)nc2c1c(=O)[nH]c(=O)n2C,i,-0.14
C/C(=N\NC(=O)c1ccc(C)cc1C)c1ccc2c(c1)Nc1ccccc1S2,i,-0.56
O=C(NC(=S)Nc1cccc2cccnc12)c1cccs1,i,1.37
CCOc1ccc(NC(=O)C2CCCN(C)C2)cc1 (stereo unspecified),i,0.03
CC(C)CC(=O)NC1(C(F)(F)F)C(=O)N(Cc2ccccc2)C2=C1C(=O)CC(C)(C)C2 (stereo unspecified),i,-0.02
O=C1CC(c2ccc3c(c2)OCO3)C2=C(CCCC2=O)N1 (stereo unspecified),i,-0.42
CCCCNC(=O)C1c2cc(OC)c(OC)cc2C(=O)N(C)C1c1ccc(OC)cc1 (stereo unspecified),i,-0.39
Cc1nnc2n1CCCCC2,i,0.78
Cc1nn(-c2cc(N3CCNCC3)ccc2[N+](=O)[O-])c(=O)c2ccccc12,i,0.44
O=C(/C=C/c1ccccc1[N+](=O)[O-])c1ccc(F)cc1,i,0.05
CCCCNCC1C(Oc2ccc(Cl)cc2)C(=O)N1c1ccccc1C (stereo unspecified),i,-0.35
Cc1occc1-c1nnc(SCC(=O)c2c(N)n(Cc3ccccc3)c(=O)n(C)c2=O)n1C,i,-2.07

# An unsorted share of the library; any-hit rate near 1.9%.
